SSB-PriA inh – K. pneumoniae PriA-SSBct interaction inhibition; AlphaScreen SSBct-PriA binding, biotinylated peptide; inhibition, % at 33 µM; 430,000 compounds, 0.6% hits; AID 1272365; in the data active means inhibition mostly above about 37%, no sharp cut-off; inactive means mostly below about 20%;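 further: plate controls were negative control peptide for no effect and reference peptide for full effect; strong numbers were not always called active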
The depositor's hits bear a star; & = joins results of further samples. This is a subset (hit frequency here may not be typical).

no.	Structure	SSB-PriA inh
1	CC(=O)Nc1ccc2c(c1)N(C)C(=O)C(C)(C)CO2	27
2	O=S(=O)(Cc1ccc(Cl)cc1)NCC(c1ccsc1)N1CCc2ccccc2C1 (configuration not stated)	-11
3	CCOc1cc(C(=O)NN=C/C(Br)=C/c2ccccc2)cc(OCC)c1OCC	4
4	O=S(=O)(NCc1ccsc1)c1ccccc1Cl	-4
5	COc1ccc(N2CC(NC(=O)c3cccc([N+](=O)[O-])c3)CC2=O)cc1OC (configuration not stated)	-18
6	CCOCC(=O)NCc1n[nH]c(=O)c2ccccc12	-17
7	CC(C)(C)c1ccc(NC(=O)NCC2CCN(c3ccncc3)CC2)cc1	7
8	O=C(COc1ccccc1Cl)Nc1cc(N2CCN(Cc3ccccc3)CC2)ncn1	-16
9	CC(NC(=S)Nc1ccc([N+](=O)[O-])cc1)C(c1cccs1)N1CCOCC1 (configuration not stated)	29
10	CC(=O)c1cccc(NC(=O)Cc2cc(=O)[nH]c(SCc3ccccc3)n2)c1	-8
11	CSC[C@@](C)(O)CNC(=O)c1ccc2ncsc2c1	8
12	COc1ccc(Cl)cc1NC(=S)N1CCc2ccccc2C1	-14
13	Cc1ccc(C)c(NC(=O)CSCc2ccco2)c1	-12
14	COc1ccc2sc(NCC3CCCO3)nc2c1 (configuration not stated)	25
15	O=[N+]([O-])c1ccc(Cl)c(S(=O)(=O)NCCOc2cccc(C(F)(F)F)c2)c1	24
16	COC(=O)c1ccc(CSc2nc(C)cc(N3CCOCC3)n2)cc1	-14
17	CC(C)(C)C(=O)NCCn1ncc2c(N3CCN(c4ncccn4)CC3)ncnc21	-15
18	Cn1nc(CN(Cc2ccco2)C(=O)Nc2ccccc2Cl)cc1C1CC1	-6
19	O=c1c2c(nc3ccccn13)CCN(S(=O)(=O)c1ccc3c(c1)CCCC3)C2	-9
20	COC(=O)NN=C1CCCc2c(C)cc(C)cc21	-15
21	COc1ccccc1NC(=O)CSc1nnc2sc3ccccc3n12	-18
22	O=C(Nc1nc(C(=O)Nc2nccs2)co1)c1cnccn1	3
23	Clc1nc(-c2ccccn2)n[nH]1	163*
24	Cc1ccc(S(=O)(=O)Nc2ccc3c(c2)N(S(=O)(=O)c2ccc(F)cc2)CCC3)s1	4
25	CCCOc1ccc(C(O)=C2C(=O)C(=O)N(CCCn3ccnc3)C2c2cccnc2)cc1 (configuration not stated)	3
26	COc1ccc(S(=O)(=O)C2CCN(C(=O)c3cnn(-c4ccccc4)c3C)CC2)cc1	-4
27	COc1ncc(NC(=O)c2ccc(Br)o2)c(N(C)C)n1	15
28	COc1cccc(Cn2nc3n(CCC(=O)NC4CCCCC4)c(=O)c4ccccc4n3c2=O)c1	-10
29	O=C(CSc1ccc(Cl)cc1)Nc1nnc(-c2cc(Cl)ccc2Cl)o1	-12&-1
30	COc1c2ccc(C(=O)Nc3ccccc3-c3cn4ccsc4n3)cc2nn1C	-13
31	CC(C)(C)NC(=O)N1CCC(c2nnc(-c3ccco3)s2)CC1	-6
32	O=C(NCCn1nc(-c2ccncc2)cc1C1CC1)NC(c1ccccc1)c1ccccc1	-14
33	O=C(Nc1nc(-c2ccc(Br)s2)cs1)c1cccc(F)c1	-13
34	CC(C)(O)/C=C/CC(C)(O)C1CC[C@]2(C)C1[C@H](O[C@H]1O[C@@H](CO)[C@H](O)[C@@H](O)[C@@H]1O)CC1[C@@]3(C)CC[C@H](O)C(C)(C)C3[C@@H](O)C[C@]12C (some centres not stated)	-11
35	CCS(=O)(=O)N1CCCc2cc(NC(=O)c3ccc(-c4ccsc4)cc3)ccc21	2
36	C[C@](O)(CNC(=O)C1CCC1)c1ccc(-c2ccccc2)cc1	-9
37	Cn1ccnc1SCC1CCN(C(=O)COc2ccc(Cl)cc2Cl)CC1	-55
38	COc1cccc(C2C(=C(O)c3ccc4c(c3)OCCO4)C(=O)C(=O)N2CCCN2CCOCC2)c1OC (configuration not stated)	-12
39	O=S(=O)(Cc1ccc(Cl)cc1)N1CCC[C@H](Cc2nc(C3CC3)no2)C1	-12
40	Cc1onc(-c2ccccc2Cl)c1C(=O)Nc1ccc(-n2nnn(C)c2=O)cc1	-10
41	Cc1cc(S(=O)(=O)NCc2ccc3c(c2)OCO3)c(C)cc1Br	-7
42	O=C(c1csc(-n2cccc2)n1)N1CCN(c2ccccc2)CC1	-23
43	COc1ccc(C2=CCCC2)cc1	-3&5
44	CCOc1ccc(NC(=O)CSc2nnc(-c3cccn(C)c3=O)n2C)cc1	-10
45	C=CCn1c(COc2ccccc2C)nc2ccccc21	-13
46	Cn1nc(CNC(=O)Cc2ccc(F)cc2)cc1-c1ccccn1	-16
47	COc1ccc(CN2CCNCC2CCO)c(F)c1 (configuration not stated)	4
48	NS(=O)(=O)c1ccc2nc(NC(=O)/C=C/c3ccc([N+](=O)[O-])cc3)sc2c1	-14
49	O=C(NCCn1nc(-c2cccs2)ccc1=O)c1c(F)cccc1F	-4&-2
50	CN(C)C(=O)C[n+]1ccc(C=NO)cc1	-4
51	CCc1ccc(S(=O)(=O)NCCOc2ccccc2)s1	-27
52	Cc1cccc(-n2ncc3c(=O)[nH]c(-n4nc(C)cc4NC(=O)c4ccc(Br)o4)nc32)c1	-5
53	COc1cc(NC(=O)CCc2ccccc2Br)ccc1N1CCCC1=O	-3
54	O=C(NCCC(O)c1cccs1)c1cccc(C(F)(F)F)c1 (configuration not stated)	-13
55	CCn1c(SCC(=O)Nc2cccc(NC(C)=O)c2)nnc1-c1cccn(C)c1=O	-24
56	CS(=O)(=O)N1CCN(C(=O)c2cnn(-c3ccccc3)n2)CC1	-23
57	CCCN1CCCc2cc(CCNS(=O)(=O)Cc3ccc(F)cc3)ccc21	77*
58	Cc1ccc(NC(=O)CCc2ccccc2F)cc1N1CCCCC1=O	-18
59	Cc1cc(C)n(-c2ncc(NC(=O)COc3ccc(-n4cccn4)nn3)cn2)n1	-16
60	O=C(c1csc(-c2ccccc2)n1)N1CCCSC[C@@H]1CN1CCCC1	0

More entries
no.	Structure	SSB-PriA inh
61	Cc1ccccc1-c1noc(Cn2c(=O)n(CCc3ccccc3)c(=O)c3ccccc32)n1	-5
62	O=C(NCc1ccc2c(c1)OCO2)C(=O)NC[C@@](O)(c1ccccc1)C1CC1	-1
63	COc1ccc(Br)c(C(=O)NCc2nc(-c3cccn3C)no2)c1	-15
64	O=C(Cc1cccc(F)c1)NC1(c2nc(-c3cccnc3)no2)CCCCC1	-1
65	C(=Nn1c2ccccc2c2ccccc21)c1ccco1	37
66	O=C(Nc1ccc(-c2ccc(N3CCCC3)nn2)cc1)c1cccc(F)c1	-2
67	Cn1cc(CC(=O)NCCCn2ncccc2=O)c2ccccc21	0
68	Cc1n[nH]c(C)c1CNC(=O)c1nnn(Cc2ccccc2)c1-c1ccncc1	-15
69	COc1cccc2cc(C(=O)N3CCNC(=O)C3C)oc12 (configuration not stated)	-1
70	Cn1cccc(C(=O)NCc2cncc(-c3ccsc3)c2)c1=O	-4
71	CN(C)c1cncc(OC2CCN(C(=O)c3ccno3)C2)n1 (configuration not stated)	-3
72	O=C(CCc1csc(NC(=O)Nc2ccccc2)n1)NCc1ccncc1	-6
73	O=C(c1cccc(Cl)c1)N1CCC(COCc2ccc(F)cc2)CC1	-28
74	CC(C)C(=O)N1CCc2ccc(NC(=O)c3cccs3)cc2C1	0
75	CC(=NNC(=O)c1ccc2c(c1)OCO2)c1ccc(NC(=O)C(F)(F)F)cc1	-8
76	CCCCC12CN3CCN(CC(C3)C1=NNC(=O)Nc1ccccc1)C2	-3
77	COC(=O)c1sc(SC)c(S(=O)(=O)C(C)C)c1NN=C(C#N)S(=O)(=O)c1ccccn1	-9
78	O=C(NN=C/C(Br)=C/c1ccccc1)NC1CCCCC1	-5
79	CCc1cnc2c(c1Nc1ccc(S(N)(=O)=O)cc1)c(=O)n(C)c(=O)n2C	-7
80	C=CCN1C(=O)C(C)(C)COc2ccc(NS(=O)(=O)c3ccc4c(c3)CCCC4)cc21	-8
81	O=C(CN1CCC(COCc2ccc(Cl)cc2)CC1)NC[C@H]1CCCO1	-4
82	COc1ccc(OC)c2[nH]c(=O)c(CCNC(=S)NCCn3ccc4ccccc43)cc12	32
83	CCOc1ccccc1C(=O)N1CCN(c2ccc(N3CCCCC3)nn2)CC1	12
84	CCc1ccc(OCC(=O)Oc2ccc(C(=O)c3ccccc3)cc2)cc1	-4
85	COc1cccc(S(=O)(=O)Nc2ccc(C(=O)Nc3ccc(F)cc3)cc2)c1	1
86	CCOc1ccc(CNC(=O)Cn2c(=O)[nH]c3c(-c4ccc(F)cc4)c[nH]c3c2=O)cc1OCC	-6
87	CC(SCc1ccccc1)C(=O)NN=Cc1ccc(OCC(=O)NCc2ccco2)cc1 (configuration not stated)	-4
88	CC(=NNC(=O)c1nn(C)c(C)c1Br)c1cccc(NC(=O)c2ccoc2C)c1	-11
89	O=C(COc1ncccn1)Nc1cnc(N2CCCC2)nc1	-12
90	CNC(=O)CS(=O)(=O)C1CCN(S(=O)(=O)c2ccc3c(c2)OCCO3)CC1	-11
91	CCOC(=O)COc1c(C=NOC)cc(Cl)cc1OC	-28
92	O=C(CCNS(=O)(=O)c1ccc(Br)cc1)NC1CCCC1	-12
93	CCC(C)[C@H](NC(=O)OC(C)(C)C)C(=O)NN=Cc1ccc2cc(OC)ccc2n1 (some centres not stated)	4
94	COc1cc(C)c(C(C)C)cc1S(=O)(=O)n1cccn1	1
95	O=c1c2nc(N3CCOCC3)sc2c(-c2cccs2)nn1Cc1ccc(Cl)c(Cl)c1	-7
96	COc1ccc(CCNC(=O)CSc2ccc3ccccc3n2)cc1OC	-12
97	CC(C)S(=O)(=O)c1ccc(C(=O)Nc2ncnc3c2CCC3)cc1	-9
98	O=C(Cc1csc(Nc2cccc(Cl)c2)n1)NCc1ccncc1	-6
99	CCOc1ccc(-c2noc(CS(=O)(=O)c3ccc(Cl)s3)n2)cc1	0
100	COc1ccc(CC(=O)N2CCN(Cc3nc(-c4cccs4)cs3)CC2)cc1OC	-3
101	O=C(NCc1ccc(F)cc1)C(=O)NCC1CCN(c2ccccn2)CC1	-5
102	COc1ccc(Br)c(C(=O)N2CC(S(=O)(=O)c3ccc(Cl)cc3)C2)c1	-18
103	CC(=NNC(=S)NCc1ccccc1)c1cccs1	12
104	CC(C)OCCCNC(=O)c1c(N)n(N=Cc2cccs2)c2nc3ccccc3nc12	-6
105	CC(=O)Nc1cccc(NC(=O)NC2CC(=O)N(c3ccccc3)C2)c1 (configuration not stated)	17
106	O=C(NCC1CN(c2ccc3c(c2)OCO3)C(=O)O1)c1ccc(F)cc1F (configuration not stated)	6
107	CCn1nc(C(=O)Nc2nnc(-c3ccno3)o2)cc1C	-1
108	Cc1cc(NC(=O)C(=O)N2CCc3ccccc3C2)n(-c2nc(C)c(C)c(=O)[nH]2)n1	-5
109	C=Cc1cccc2c1OC1(C)NC(=S)NC2C1C(=O)OCC (configuration not stated)	0
110	Cc1nn(C)c(C(=O)NN=Cc2cccnc2)c1Br	5
111	CCOc1ccc(C(=O)Nc2ccc(-c3cn4nc(OC)ccc4n3)cc2)cc1OCC	-13
112	COc1ccc(-c2c(C#N)c(SCC(=O)Nc3nccs3)nc3c2CCC3)cc1	6
113	O=[N+]([O-])c1ccc(C2N(c3ccccc3)CCN2c2ccccc2)s1	1
114	CCOC(=O)Cc1csc(N=Cc2c(O)n(-c3ccc(C)c(C)c3)c(=O)c3ccccc23)n1	8
115	O=C(NCCc1c[nH]c2ccccc12)c1csc(-c2cnccn2)n1	2
116	COc1ccc(N2CC(NC(=O)c3ccccc3C(F)(F)F)CC2=O)cc1 (configuration not stated)	-11
117	CN(C)c1cncc(O[C@H]2CCN(S(=O)(=O)c3cccnc3)C2)n1	-4
118	Cc1[nH]c2ccccc2c1CCNCc1ccccn1	57
119	Nc1nc2ccc(S(N)(=O)=O)cc2s1	-12
120	CCC(CNC(=O)Nc1ccccc1C)(OC)c1ccccc1 (configuration not stated)	-4

(next part)
no.	Structure	SSB-PriA inh
121	O=C(CCc1ccc(C(F)(F)F)cc1)NCC(O)c1cccs1 (configuration not stated)	-4
122	COc1cccc(CC(=O)NC2CCN(C(=O)c3cn(-c4ccccc4C)nn3)CC2)c1	-18
123	C/C(=N\NC(=O)CSc1nc2ccccc2[nH]1)c1cccs1	0
124	Cc1cc(C)n(C(=N)NC(=O)c2ccc([N+](=O)[O-])cc2)n1	-9
125	Cc1csc(NC(=O)c2cccn(OCc3ccc(F)cc3)c2=O)n1	-3
126	COc1ccc(C(=O)Nc2nnc(-c3ccc(Br)s3)o2)cc1OC	-4
127	COc1cc(C2NC(=O)NC(C)=C2C(=O)OCC(C)C)ccc1OC(F)(F)C(F)C(F)(F)F (configuration not stated)	2&9
128	Cc1nc2scc(C)n2c(=O)c1NC(=O)c1ccc(S(N)(=O)=O)cc1	-5
129	CC(NC(=O)COc1cccc(Cl)c1)c1ccccc1 (configuration not stated)	-10
130	Cc1ccc(NC(=O)c2ccccc2NC(=O)c2sc3ccccc3c2Cl)c(C(=O)c2ccccc2)c1	5
131	Cc1cccc2sc(OC3CN(C(=O)Nc4ccccc4C(F)(F)F)C3)nc12	-17
132	O=S(=O)(Cc1ccccc1)NCC1CCN(Cc2ccco2)CC1	-8&1
133	CCOc1ccc(-c2noc(CN3C(=O)COc4cc(C)ccc43)n2)cc1OC	-8
